Source: PubChem (National Center for Advancing Translational Sciences (NCATS))
PGK inhibitor: blocks T. brucei phosphoglycerate kinase; PGK/GAPDH coupled, Kinase-Glo luminescence, 60 min; Potency, µM (highest dose often 57.5 µM), inactives show at the highest dose activity change, negative = inhibition, hits mostly inhibitors; hit rate 0.043% among 380,000; P07378; further: potency means the concentration at half of the fitted maximal effect; on the % scale 0 is the no-effect control and ±100 the full control effect; nearly all actives have a fitted effect of over 60% in size
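Recombinant glycosomal PGK reaction used 1,3-bisphosphoglycerate generated in-well by GAPDH (100nM final) in 100mM TEA pH 7.6, 5mM MgCl2, 0.01% Tween-20. After 60 minutes at room temperature, ATP was read by Kinase-Glo Plus luminescence end-point.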
BAZ2B inh: inhibitors of human BAZ2B bromodomain; Q9UIF8; AlphaScreen BAZ2B-H3K14Ac peptide displacement; Potency, µM (highest dose often 114 µM), for inactives: at the highest dose activity change, negative = inhibition, hits mostly inhibitors; hit rate 4.4% among 360,000; AID 504333; further: potency means the concentration at half of the fitted maximal effect; on the % scale 0 is the no-effect control and ±100 the full control effect; nearly all actives have a fitted effect of over 60% in size
Target sequence (Q9UIF8 whole entry, looked up): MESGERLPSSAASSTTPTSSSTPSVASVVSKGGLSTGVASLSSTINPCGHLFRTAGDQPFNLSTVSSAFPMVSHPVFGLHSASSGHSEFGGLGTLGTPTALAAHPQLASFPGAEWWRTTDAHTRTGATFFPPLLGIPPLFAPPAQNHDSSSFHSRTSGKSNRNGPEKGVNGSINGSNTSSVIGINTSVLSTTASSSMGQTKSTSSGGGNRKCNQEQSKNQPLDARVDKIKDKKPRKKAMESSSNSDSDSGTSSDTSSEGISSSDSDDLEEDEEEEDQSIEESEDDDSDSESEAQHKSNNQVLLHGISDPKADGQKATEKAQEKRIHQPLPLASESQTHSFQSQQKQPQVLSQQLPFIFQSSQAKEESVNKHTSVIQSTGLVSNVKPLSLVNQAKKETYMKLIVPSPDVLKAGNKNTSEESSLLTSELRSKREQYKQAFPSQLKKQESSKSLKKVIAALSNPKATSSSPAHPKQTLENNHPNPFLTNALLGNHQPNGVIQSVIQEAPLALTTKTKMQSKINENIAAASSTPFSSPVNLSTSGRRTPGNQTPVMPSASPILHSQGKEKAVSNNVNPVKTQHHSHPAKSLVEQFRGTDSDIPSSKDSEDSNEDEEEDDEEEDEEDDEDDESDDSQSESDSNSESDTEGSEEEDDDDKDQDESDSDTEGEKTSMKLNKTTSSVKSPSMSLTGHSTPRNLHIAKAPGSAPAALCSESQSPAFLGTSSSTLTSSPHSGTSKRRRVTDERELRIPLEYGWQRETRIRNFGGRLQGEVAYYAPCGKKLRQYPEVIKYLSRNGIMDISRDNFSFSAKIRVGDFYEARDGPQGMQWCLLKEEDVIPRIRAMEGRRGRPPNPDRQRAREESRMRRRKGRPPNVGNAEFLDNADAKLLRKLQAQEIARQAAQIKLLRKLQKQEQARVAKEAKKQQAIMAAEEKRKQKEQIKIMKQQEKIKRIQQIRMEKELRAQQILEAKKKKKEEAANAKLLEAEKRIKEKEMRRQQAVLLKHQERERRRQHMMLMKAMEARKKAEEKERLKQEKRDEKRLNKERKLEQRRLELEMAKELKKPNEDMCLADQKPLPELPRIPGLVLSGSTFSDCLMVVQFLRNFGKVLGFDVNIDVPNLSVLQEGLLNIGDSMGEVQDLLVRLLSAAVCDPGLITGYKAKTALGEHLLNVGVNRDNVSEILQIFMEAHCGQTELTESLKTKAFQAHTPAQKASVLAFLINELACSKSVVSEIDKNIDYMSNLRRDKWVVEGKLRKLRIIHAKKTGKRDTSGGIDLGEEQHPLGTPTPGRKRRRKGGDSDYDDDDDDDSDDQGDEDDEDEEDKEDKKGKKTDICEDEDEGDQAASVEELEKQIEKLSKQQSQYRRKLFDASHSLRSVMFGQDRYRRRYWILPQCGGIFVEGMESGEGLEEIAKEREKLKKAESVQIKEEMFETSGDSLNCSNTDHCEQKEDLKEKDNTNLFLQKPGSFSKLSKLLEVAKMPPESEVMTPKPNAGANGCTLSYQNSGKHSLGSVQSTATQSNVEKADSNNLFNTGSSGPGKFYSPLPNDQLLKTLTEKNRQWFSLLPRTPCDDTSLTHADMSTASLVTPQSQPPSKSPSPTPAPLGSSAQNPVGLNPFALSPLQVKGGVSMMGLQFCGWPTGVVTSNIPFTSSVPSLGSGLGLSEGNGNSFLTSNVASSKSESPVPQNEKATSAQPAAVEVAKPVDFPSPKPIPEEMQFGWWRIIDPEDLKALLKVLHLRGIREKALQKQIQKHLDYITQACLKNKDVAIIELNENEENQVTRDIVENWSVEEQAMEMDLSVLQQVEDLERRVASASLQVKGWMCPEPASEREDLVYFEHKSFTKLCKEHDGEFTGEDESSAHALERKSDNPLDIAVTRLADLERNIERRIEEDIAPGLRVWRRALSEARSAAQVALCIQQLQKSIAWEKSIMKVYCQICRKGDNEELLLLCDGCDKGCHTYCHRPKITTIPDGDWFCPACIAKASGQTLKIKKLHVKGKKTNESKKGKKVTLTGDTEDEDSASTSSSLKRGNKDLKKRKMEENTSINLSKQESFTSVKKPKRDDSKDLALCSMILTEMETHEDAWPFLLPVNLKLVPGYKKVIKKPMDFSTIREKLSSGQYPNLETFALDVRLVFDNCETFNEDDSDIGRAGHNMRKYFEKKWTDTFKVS
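AlphaScreen displacement of biotin-H3(5-23)K14Ac peptide (50 nM final) from BAZ2B (50 nM final) in PBS pH 7.4, 0.01% Tween-20; complex preformed 30 min RT, then compounds (top 110 uM) 30 min RT, beads 20 min dark.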
GLS inhibitor: inhibitors of human glutaminase (GLS). GLS enzymatic activity, qHTS titration. Potency, µM (doses to about 45.5 µM), without a hit: top-dose activity change, negative = inhibition, hits mostly inhibitors. hit rate 0.21% among 410,000. AID 624170; further: potency means the concentration at half of the fitted maximal effect; on the % scale 0 is the no-effect control and ±100 the full control effect
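Two-point fluorescence kinetic (t0, 30 min RT) for hKGA; glutamate detected via glutamate oxidase–HRP–Amplex Red. Substrate: 1 mM L-glutamine solution; buffer 45 mM KH2PO4, pH 8.2.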
PI4K2A inh: blocks human PI4K2A kinase activity; Q9BTU6; purified PI4K2A, ADP-Glo luminescence, 1 h; hits give low values; activity change, negative = inhibition, % at 76.9 µM; hit rate 0.13% among 420,000; AID 1346378; in the data active means activity change below about -50%; inconclusive means mostly about -30% to -49%;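 further: -100% = wells without enzyme as full effect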
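ADP-Glo luminescence measured ADP generated by PI4K2A enzyme (4 ug/mL before mixing) with 1.2 mM PI substrate (pre-mix) and 300 microM ATP (pre-mix). Tris pH7.5 buffer with MgCl2, Triton X-100; 1 h reaction at ambient temperature.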
Pin1 inh: blocks the human prolyl isomerase Pin1. hit rate 0.009% among 390,000. Q13526. Pin1 FP peptide displacement, HiFluor488, 10 min. Potency, µM (titrated, usually from 115 µM), for inactives: at the highest dose activity, negative = inhibition, hits mostly inhibitors. AID 504891; active means well fitted inhibition curve with a large enough effect in the polarisation, with a control signal flat, not every such curve was filed as active; inconclusive means small, poorly fitted or top-dose-only effect, or effect the other way, or a change in a side signal; inactive means no such curve, though single readings can be large or run the other way; the % refers to the polarisation; further: potency means the concentration at half of the fitted maximal effect; on the % scale 0 is the no-effect control and ±100 the full control effect
POLH inh: DNA polymerase eta (human) inhibition; Q9Y253; recombinant Pol eta, fluorescent DNA replication assay; Potency, µM (doses to about 114 µM), for the others: top-dose activity change, negative = inhibition, actives largely listed as inhibitors; hit rate 1.2% among 390,000; AID 588591; further: potency means the concentration at half of the fitted maximal effect; on the % scale 0 is the no-effect control and ±100 the full control effect
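Pol eta at 10 nM preincubated with compounds 15 min at room temperature; reaction started with fluorescent substrate (50 nM final) and read kinetically at 0 and 10 min.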
JMJD2A Tudor inh: blocks the human JMJD2A Tudor domain | O75164 | AlphaScreen JMJD2A-Tudor / H3K4me3 peptide binding | Potency, µM (top dose mostly 114 µM), for the others: at the highest dose activity change, negative = inhibition, most hits filed as inhibitors | hit rate 4.4% among 390,000 | AID 504339; further: potency means the concentration at half of the fitted maximal effect; on the % scale 0 is the no-effect control and ±100 the full control effect; nearly all actives have a fitted effect of over 50% in size
G9a block: inhibitors of human histone lysine methyltransferase G9a | Q96KQ7 | AID 504332 | G9a H3K9 monomethylation, AlphaScreen, 2 h | Potency, µM (titrated, usually from 102 µM), for the others: at the top dose activity, negative = inhibition, actives largely listed as inhibitors | hit rate 8.8% among 350,000; further: potency means the concentration at half of the fitted maximal effect; on the % scale 0 is the no-effect control and ±100 the full control effect; nearly all actives have a fitted effect of over 75% in size
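Readings reflect AlphaScreen signal from monomethyl-H3K9 antibody detection. HMT at 20 nM; substrate b-H3K9 500 nM; cofactor SAM 20 uM; 2 h RT reaction; compounds tested as titrations in qHTS with 15 min preincubation.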
HP1b chromo inh: HP1-beta chromodomain-methylated histone interaction inhibition | Potency, µM (highest dose often 114 µM), for inactives: top-dose activity change, negative = inhibition, most hits filed as inhibitors | P83916 | AID 540317 | AlphaScreen HP1-beta / biotin-H3K9me3 peptide binding | hit rate 0.56% among 390,000; further: potency means the concentration at half of the fitted maximal effect; nearly all actives have a fitted effect of over 70% in size; inactives centre near 23
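AlphaScreen: HP1-beta (50 nM) preformed 30 min with biotin-H3(1-18)K9me3 peptide (50 nM) in PBS pH 7.4, 0.01% Tween-20. Compound added for 30 min at RT, then streptavidin donor/nickel chelate acceptor beads (10 ug/mL) for 30 min.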
Starred values were filed as active, the others as inactive; i = inactive; u = inconclusive; x = no result given; & = joins results of further samples; [ ] = remark or other dose. Unless noted, the call rests on the fitted dose curve; in most records, active means well fitted curve in the direction sought with a large enough effect; inconclusive means small, poorly fitted or top-dose-only effect, or another doubt; inactive means no such curve, though single readings can be large; an effect the other way counts as inactive or inconclusive.

SMILES | PGK inhibitor | BAZ2B inh | GLS inhibitor | PI4K2A inh | Pin1 inh | POLH inh | JMJD2A Tudor inh | G9a block | HP1b chromo inh
CCOCCc1nnc(NC(=O)C(C)Oc2ccccc2)s1 (centres undefined) | i | -13% | -4% | 2 | -4% | -13% | -6% | -32% | 53%[activator]
Cc1cc(C)c(C#N)c(SCc2ccccc2[N+](=O)[O-])n1 | -2% | -33% | -10% | 6 | -2% | -20% | -13% | 10µM* | 27%
CCOC(=O)c1c(C)[nH]c(C(=O)OCC(=O)N2CCN(S(=O)(=O)c3ccc(C)cc3C)CC2)c1C | -9% | -1% | -1% | -3 | 22% | -18% | -25% | 7%[12.7 µM] | 18%
Cc1cc(C)c(S(=O)(=O)N2CCC(N3CCN(Cc4ccccc4)C(=O)C3=O)CC2)c(C)c1 | i | 0% | -5% | 6 | -1% | -7% | -16% | -5%[59 µM] | 19%
Cc1ccc(S(=O)(=O)N(C)C)cc1NC(=O)COC(=O)Cc1ccccc1F | -5% | 4% | -1% | 3 | 1% | -18% | -8% | -7% | 16%
COc1ccc(C(=O)N/C(=C/c2cccnc2)C(=O)N2CCOCC2)cc1OC | i | -15% | 1% | 4 | 2% | -14% | 6% | 2% | 39%[activator]
O=c1c(N2CCc3ccccc3C2)csc2ccc(Cl)cc12 | -3% | 0% | 7% | 2 | 1% | -16% | -19% | -3%[59 µM] | 26%[57 µM]
Nc1nc(NCc2ccco2)nc(NCCO)c1[N+](=O)[O-] | 6% | -20% | 1% | -2 | 1% | 2% | -14% | -9% | 22%
CNc1nc2[nH]c(=O)c3c(c2s1)OC(N)=C(C#N)C3c1ccccc1 (centres undefined) | -4% | -7% | 14% | -5 | u | -4% | -17% | 0%[59 µM] | 19%
O=C(Nc1ccc(Br)cc1)C(Cc1ccccc1)NS(=O)(=O)c1cccc2nsnc12 (centres undefined) | 1% | -4% | -3% | 0 | u | 22% | -23% | -4%[59 µM] | 35%
O=C1CCCN1CCC1CCN(C2CC(=O)N(c3ccc(Cl)cc3)C2=O)CC1 (centres undefined) | 0% | -7% | 8% | -5 | -3% | 11% | -19% | 11µM* | 29%
O=C(CNCc1ccccn1)Nc1cc(C(F)(F)F)ccc1N1CCOCC1 | -3% | 45µM* | -1% | -2 | -2% | -5% | 45µM* | 0% | 16%
O=C(CSc1n[nH]c(-c2cccnc2)n1)Nc1ccc([N+](=O)[O-])cc1 | -6% | -26% | -11% | 3 | -4% | -15% | 3% | -18% | 33%
COc1cc(NC(=O)Cn2c(=O)n(-c3ccccc3)c(=O)c3c4c(sc32)CCCC4)cc(OC)c1 | 2% | 1% | 4% | -4 | 0% | -14% | 3% | 4%[59 µM] | 28%
O=C(N/N=C/c1[nH]c2ccccc2c1Cl)c1cccc(Br)c1 | -2% | -3% | 10% | 9 | -2% | -1% | u | 14% | 16%
CCCNC(=O)c1ccc(N2CCC3(CC2)CC(c2cccc(Br)c2)=NO3)c(NC(=O)c2c(Cl)cccc2Cl)c1 | -10% | u | 1% | -5 | 21% | -13% | -30% | -1%[2.33 µM] | 20%
NS(=O)(=O)c1ccc(Nc2nc(-c3ccc(O)cc3)cs2)cc1 | 1% | -35% | 1% | 3 | 1% | -10% | u | u | -10%
Cc1ccc(Nc2cc(C)nc3ncnn23)cc1 | i | -18% | 4% | 1 | 0% | 1% | -13% | 71µM* | 28%
Cc1ccccc1CC(=O)N1CCCC(CCC(=O)N2CCN(c3ccccn3)CC2)C1 (centres undefined) | i | -9% | -6% | 2 | -8% | -14% | -3% | 7% | 42%[activator]
COC(=O)c1ccc2c(c1)N(CC(=O)Nc1cccc(Cl)c1C)C(=O)c1ccccc1S2 | 9% | -2% | 9% | -11 | 68%[activator] | -20% | -5% | 2%[59 µM] | 24%[57 µM]
O=[N+]([O-])c1ccc(C2=NCCO2)cc1 | -3% | -14% | -5% | -5 | 9% | -8% | -6% | -7% | 41%[activator]
CCOC(=O)N1CCC2CC1c1cc(-c3cccc(OC)c3)ccc12 (centres undefined) | i | x | 2% | -5 | u | -14% | 35% | x | 69%[activator]
Cc1ccc2c(c1)C(=O)c1c(C(=O)O)cccc1-2 | -7% | -13% | 10% | -4 | 3% | -17% | -18%[11.4 µM] | -32% | -14%
CC(=O)Nc1ccc(NC(=O)N(c2ccccc2)c2ccccc2)cc1 | i | -3% | -2% | -1 | -2% | -13% | -14% | 29% | 32%
COc1cc(C(CC(=O)Nc2cc(C)ccn2)N2Cc3ccccc3C2=O)cc(OC)c1OC (centres undefined) | 5%&-4% | 10%&2% | 7%&-8% | 2&-1 | -4%&-6% | -2%&-13% | 4%&-8% | 16% | 21%&39%

Entries of single compounds from above. Order of screens: PGK inhibitor, BAZ2B inh, GLS inhibitor, PI4K2A inh, Pin1 inh, POLH inh, JMJD2A Tudor inh, G9a block, HP1b chromo inh
Record of O=c1c(N2CCc3ccccc3C2)csc2ccc(Cl)cc12 → -3%, 0%, 7%, 2, 1%, -16%, -19%, -3%[59 µM], 26%[57 µM]
Record of O=[N+]([O-])c1ccc(C2=NCCO2)cc1 → -3%, -14%, -5%, -5, 9%, -8%, -6%, -7%, 41%[activator]

(listing goes on)
SMILES | PGK inhibitor | BAZ2B inh | GLS inhibitor | PI4K2A inh | Pin1 inh | POLH inh | JMJD2A Tudor inh | G9a block | HP1b chromo inh
CCOc1ccc(CNC(=O)c2ccc(CS(=O)Cc3ccc(Cl)cc3)o2)cc1 (centres undefined) | 3% | -8% | 0% | 0 | -1% | 4% | -11% | -5%[59 µM] | 43%[activator]
O=C1COc2ccc(C(=O)COC(=O)Cc3ccsc3)cc2N1 | -4% | -1% | 4% | -6 | 8% | -20% | -14% | 11% | 24%
O=C(c1cccc(C(=O)N2CCC(O)(c3ccccc3)CC2)c1)N1CCC(O)(c2ccccc2)CC1 | 5% | x | -2% | 3 | 1% | -18% | -4% | x | 61%[activator]
CC(=O)NC(Cc1ccccc1)C(C)=O (centres undefined) | -9% | 8% | 2% | 0 | -8% | -17% | -7% | 4% | 41%[activator]
CC(C)CCC1(CCNC(C)c2cccs2)CCOC(C)(C)C1 (centres undefined) | -8% | -4% | 1% | -1 | 2% | -17% | -16% | 4%[59 µM] | 32%
O=C(NC1=NCCS1)c1cccc(NC(=O)c2ccco2)c1 | -2% | 8% | 0% | 1 | u | 11% | u | 21%[12.7 µM] | 18%
Cc1ccc(Cn2nc(C)c(NC(=O)c3cc(C)no3)c2C)cc1 | -4% | 5% | 1% | -4 | 3% | 6% | -18% | 10% | 4%
COc1cccc(C2CC3(CC(C)(C)NC(=S)N3)Oc3cc(O)ccc32)c1 (centres undefined) | 2% | u | -4% | 26 | -17% | -5% | -34% | u | 1%
O=C(Nc1ccc(Cl)cc1)c1ccc(OCC2CCCO2)cc1 (centres undefined) | -9% | -11% | -3% | 2 | 15% | -23% | 2%[57.1 µM] | -27% | 27%
Cc1ccc(/C=N/Nc2nc(N3CCOCC3)nc(N3CCOCC3)n2)o1 | -7% | -15% | 9% | -3 | 2% | 6% | -18% | 17%[59 µM] | 19%
COc1ccc(N2CCN(C(=O)CSc3ncccc3-c3nc4ccccc4[nH]3)CC2)cc1 | -2% | u | 13% | -11 | 16% | 0% | u | 25µM* | -15%
O=C(C[n+]1ccc(CCSc2ccc(F)cc2)cc1)c1ccccc1 | 6% | 5% | 4% | -18 | u | 17% | u | 22µM* | 45µM*
CC1CCc2c(sc3nnn(CC(=O)Nc4c(C(C)C)cccc4C(C)C)c(=O)c23)C1 (centres undefined) | i | -1% | 9% | 3 | 0% | -3% | -14% | -5%[59 µM] | 8%
O=C(O)CSc1nnnn1-c1ccccc1 | -1% | 9% | 8% | -1 | 0% | 3% | -13% | -13%[12.7 µM] | u
Cc1nnc(SCC(=O)Nc2cc(Cl)ccc2Cl)n1CC1CCCO1 (centres undefined) | i | 3% | 2% | 3 | -8% | 0% | -15% | -2% | 1%
Cc1cc(C)nc(N2CCCC(C(=O)NCCC3=CCCCC3)C2)n1 (centres undefined) | -2% | 5% | -5% | 6 | -6% | 1% | u | -21% | 22%
Cc1ccc(/C=C/C(=O)OCC(=O)N2CC(=O)Nc3ccccc32)o1 | -2% | u | -17% | -9 | -1% | 5% | 56µM* | 50µM* | -11%
O=C(N/N=C/c1ccc(N2CCOCC2)cc1)c1ccc(O)cc1 | -8% | -9% | -3% | 1 | 55%[activator] | -6% | -7% | x | 44%[activator]
COCCC(=O)N1CCC(Oc2ccc(C(=O)N(C)CCCC3CCCC3)cc2)CC1 | 6% | 0% | 8% | -1 | -2% | -2% | -4% | x | 26%
CC(=O)Nc1sc(C)c(C)c1C(=O)OCC(=O)Nc1cc(S(=O)(=O)N2CCCCC2)ccc1Cl | 0% | 0% | 7% | 1 | 7% | -14% | -13% | -4%[59 µM] | 19%
COCCNC(=O)C(c1ccc(C)cc1)N(Cc1cccs1)C(=O)CCC(=O)Nc1ccccn1 (centres undefined) | 9% | 3% | 5% | 0 | 1% | -10% | 2% | 5% | 30%
O=C(CC1(O)C(=O)N(CCc2ccccc2)c2ccc(Br)cc21)c1ccccc1 (centres undefined) | 0% | -8% | 5% | -4 | -2% | u | -25% | -39%[59 µM] | 9%
Cc1ccc(OCCC(=O)Nc2ccc(F)c(F)c2)cc1 | -5% | 16% | 2% | 0 | 12% | -25% | 15% | 37%[59 µM] | 65%[activator]

Only part of the results is shown; the hit share may differ from the screen's.
